Compound activity deposited in PubChem BioAssay by National Center for Advancing Translational Sciences (NCATS).
JMJD2E inh: inhibitors of human JMJD2E histone demethylase; Potency, µM (series often up to 57.1 µM), for inactives: at the highest dose activity change, negative = inhibition, actives largely listed as inhibitors; JMJD2E catalytic domain, FDH-coupled NADH fluorescence (FDH is formaldehyde dehydrogenase); 230,000 compounds, 1.6% hits; B2RXH2; active means well fitted inhibition curve with a large enough effect, not every such curve was filed as active; inconclusive means small, poorly fitted or top-dose-only effect, or another doubt; inactive means no such curve, though single readings can be large or run the other way;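 further: 0% = wells with enzyme and -100% = buffer wells without enzyme; nearly all actives have a fitted effect of over 50% in size; many of its hits are not listed in these tables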
Target sequence (B2RXH2 1-337 limits assumed): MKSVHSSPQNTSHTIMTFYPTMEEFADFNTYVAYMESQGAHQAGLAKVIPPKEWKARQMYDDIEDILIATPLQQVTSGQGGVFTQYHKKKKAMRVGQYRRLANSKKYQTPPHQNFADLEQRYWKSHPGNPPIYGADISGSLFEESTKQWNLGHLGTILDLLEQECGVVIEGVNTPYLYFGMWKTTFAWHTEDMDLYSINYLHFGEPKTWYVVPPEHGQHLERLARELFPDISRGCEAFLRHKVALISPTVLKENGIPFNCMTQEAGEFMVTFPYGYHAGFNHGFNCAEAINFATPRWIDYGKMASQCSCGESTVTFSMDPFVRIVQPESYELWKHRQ
RGS12 GoLoco inh: inhibitors of human Gai1-RGS12 GoLoco interaction (red fluorophore); Gai1:RGS12 GoLoco peptide FP, rhodamine, 10 min; Potency, µM (series often up to 61.6 µM), without a hit: at the highest dose activity, negative = inhibition, actives largely listed as inhibitors; 230,000 compounds, 0.44% hits; active means well fitted inhibition curve with a large enough effect, not every such curve was filed as active; inactive means no such curve, though single readings can be large or run the other way; further: on the % scale 0 is the no-effect control and ±100 the full control effect; nearly all actives have a fitted effect of over 30% in size; many of its hits are not listed in these tables
Target sequence (P63096 whole entry, looked up): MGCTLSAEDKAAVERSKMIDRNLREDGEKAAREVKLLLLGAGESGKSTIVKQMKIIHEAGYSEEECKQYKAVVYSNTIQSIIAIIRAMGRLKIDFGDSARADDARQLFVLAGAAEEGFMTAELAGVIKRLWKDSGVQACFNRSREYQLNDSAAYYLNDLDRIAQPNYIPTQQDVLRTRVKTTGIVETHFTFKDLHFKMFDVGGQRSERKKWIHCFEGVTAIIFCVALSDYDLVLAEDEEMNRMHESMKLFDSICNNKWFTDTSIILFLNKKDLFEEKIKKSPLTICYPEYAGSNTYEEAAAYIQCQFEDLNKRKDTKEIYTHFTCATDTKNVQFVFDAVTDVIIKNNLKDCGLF
GAA glycogen: inhibitors or activators of human alpha-glucosidase glycogen cleavage | P10253 | recombinant GAA, glycogen substrate, Amplex Red glucose oxidase fluorescence | Potency, µM (top dose mostly 76.4 µM), for the others: at the top dose activity change, negative = inhibition, actives largely listed as inhibitors | 300,000 compounds, 0.38% hits;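 further: 0% = full enzyme reaction and -100% = no-enzyme basal signal; the screen sought inhibitors and activators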
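Natural-substrate format: glycogen cleavage by 4 nM human enzyme, glucose read by Amplex Red coupling (Ex 573, Em 610 nm). Normalized to enzyme and no-enzyme controls.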
GLA spleen mod: inhibitors or activators of human alpha-galactosidase in spleen homogenate. 240,000 compounds, 0.008% hits. AID 2107. P06280. human spleen homogenate, 4MU-alpha-Gal fluorescence, 40 min. Potency, µM (doses to about 80 µM), for inactives: top-dose activity change, negative = inhibition, usual class: inhibitors;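 further: 0% = enzyme with vehicle and -100% = no enzyme basal signal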
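Inhibition or activation of alpha-galactosidase in human spleen homogenate is scored by 4-MU fluorescence after 40 min at 37C, pH 5.0, with 1 mM substrate. AC50s come from concentration-response fitted to the Hill equation.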
SMN2 splice enh: enhancers of SMN2 splice variant expression | AID 1458 | HEK293 SMN2-luciferase splicing reporter, luminescence, 30-36 h | 210,000 compounds, 2.8% hits | Potency, µM (titrated, usually from 46.1 µM), for inactives: at the highest dose activity change, positive = activation, most hits filed as activators; further: % of control where 0% means no effect; nearly all actives have a fitted effect of over 55% in size
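qHTS luciferase splicing reporter: luminescence rises when SMN2 exon 7 is included in transfected HEK293 cells. Compound exposure lasted 30-36 h at 37C, with 4.5 mM final sodium butyrate as control, followed by a ONE-Glo read.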
ALDH1A1 inh: ALDH1A1 (human) enzyme inhibition. P00352. Purified ALDH1A1, NADH fluorescence, propionaldehyde substrate. Potency, µM (titrated, usually from 75.3 µM), for the others: top-dose activity, negative = inhibition, usual class: inhibitors. 220,000 compounds, 7.3% hits; active means well fitted inhibition curve with a large enough effect, not every such curve was filed as active; inconclusive means small, poorly fitted or top-dose-only effect, or another doubt; inactive means no such curve, though single readings can be large or run the other way;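 further: plate controls were no enzyme wells and a reference inhibitor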
aGlu spleen mod: inhibitors or activators of human alpha-glucosidase in spleen homogenate | P10253 | human spleen homogenate, 4-MU-alpha-glucoside fluorescence | Potency, µM (top dose mostly 79.9 µM), without a hit: top-dose activity change, negative = inhibition, most hits filed as inhibitors | 240,000 compounds, 0.006% hits | AID 2112;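 further: 0% = enzyme with vehicle and -100% = no enzyme basal signal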
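Human spleen homogenate (1 ug) with 4-methylumbelliferyl-alpha-D-glucopyranoside (1 mM final) in 50 mM citrate/phosphate pH 5.0, 0.01% Tween-20; 40 min at 37 C. Stopped at pH 10; 4-MU fluorescence Ex 365/Em 440 nm; AC50 by Hill fit.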
GAA inhib: blocks human lysosomal alpha-glucosidase; AID 1466; Potency, µM (highest dose often 76.9 µM), without a hit: at the top dose activity change, negative = inhibition, usual class: inhibitors; P10253; purified human GAA, 4-MU-alpha-glucoside fluorescence; 200,000 compounds, 0.005% hits;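 further: plate controls were uninhibited enzyme wells for no effect and no-enzyme background for full effect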
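Compounds are titrated up to 77 uM against 4 nM human enzyme. Substrate 4-methylumbelliferyl-alpha-D-pyranoside (400 uM) reacts 20 min at room temperature in pH 5.0 buffer; liberated 4-methylumbelliferone is read at 440 nm.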
Active calls of the source: *; ? = inconclusive; / = not tested or not shown; & = joins results of further samples; [ ] = remark or other dose. Unless noted, the call rests on the fitted dose curve; in most records, active means well fitted curve in the direction sought with a large enough effect; inconclusive means small, poorly fitted or top-dose-only effect, or another doubt; inactive means no such curve, though single readings can be large; an effect the other way counts as inactive or inconclusive. Potency means the concentration at half of the fitted maximal effect. Not all compounds are listed; the hit share may differ from the screen's.

smiles	JMJD2E inh	RGS12 GoLoco inh	GAA glycogen	GLA spleen mod	SMN2 splice enh	ALDH1A1 inh	aGlu spleen mod	GAA inhib
O=C1N(Cc2cccc(Cl)c2)C[C@@H]2C[C@@H](c3cccn3-c3nccs3)N3CCC[C@@]123	-5%	-1%	-16%	1%	/	0%	-5%	-3%
Cc1ccc(Cn2c([N+](=O)[O-])cnc2C)cc1	-7%	-4%	0%	6%	-6%	2%	7%	-3%
O=[N+]([O-])c1ccc(O)c2cccnc12	-11%	-3%	4%	-2%	0%	-2%	-6%	-9%
O=C(Nc1ccc(S(=O)(=O)N2CCc3ccccc32)cc1)c1ccco1	-2%	4%	-1%	-11%	-24%	25µM*	-9%	?
COc1ccc(N/C=C2/CCCCC2=O)cc1	-3%	26%	?	0%	42%	11µM*	-12%	0%
O=C(COC(=O)CCc1c[nH]c(=O)[nH]1)Nc1ccccc1	9%	/	6%	-15%	/	16%	1%	2%
C#CCOCCOCCOCCNc1nc(N2CCOCC2)nc(N2CCN(C(=O)Cn3cc(CCCN=C(N)N)nn3)CC2)n1	-8%	0%	10%	-5%	-10%	8%	-2%	?
CCC(CC)C(=O)NCCc1cc2ccc(OC)cc2[nH]c1=O	?	-7%	1%	2%	-17%	-5%	1%	4%
O=C(CSC1=NC(=O)C(c2ccccc2)C(=O)N1)Nc1ccccc1Cl (configuration not stated)	1%	-5%	8%	6%	-4%	20µM*	0%	-10%
CCOC(=O)C1CCCN(C(=O)c2cn(C)c3ccc(S(=O)(=O)N(C)C)cc3c2=O)C1 (configuration not stated)	4%	14%	8%	-8%	-3%	9%	-14%	0%[15.4 µM]
Cc1nn(-c2ccccn2)c2c1C(=O)CC(C)(C)C2Br (configuration not stated)	-3%	-1%	-3%	-2%	/	/	0%	/
CCn1c(CS(=O)Cc2ccc(Cl)cc2Cl)nnc1SCc1c(Cl)cccc1Cl (configuration not stated)	-2%	8%	5%	0%	-15%	?	5%	-3%
Cc1c(Br)c([N+](=O)[O-])nn1C(C)C(=O)NCC1CCCO1 (configuration not stated)	-9%	-1%	-17%	10%	-3%	-2%	-1%	9%
CN(CC(=O)N1CCc2ccccc21)S(=O)(=O)c1cccc2cccnc12	2%	8%	-8%	-6%	-1%	?	2%	-10%[15.4 µM]
C=CCC1CCC(=O)N2CCCC12 (configuration not stated)	/	7%[136 µM]	/	-12%[181 µM]	/	10%[120 µM]	-1%[181 µM]	/
CCOc1ccccc1NC(=O)COC(=O)C(CC(C)C)N1C(=O)C2CC=CCC2C1=O (configuration not stated)	-4%	-4%	4%	1%	3%	18%	6%	-2%
O=C(Nc1nc2cc3c(cc2s1)OCCO3)C1=COCCO1	-13%	6%	-1%	2%	/	/	6%	/
CC(C)Cc1csc(NC(=O)c2ccc(Cl)cc2)c1C(=O)O	6%	7%	-9%	-1%	20µM*	25%	-1%	-6%
O=C(COC(=O)CCC(=O)Nc1nccs1)NCc1ccco1	4%	-2%	-9%	1%	-8%	10%	1%	1%
COc1ccc(-n2c(=O)c3ccccc3n(CC(=O)Nc3ccccc3OC)c2=O)cc1	-8%	1%	2%	-4%	-1%&-11%	13%	-4%	-4%
COc1ccc(F)c(C2C(C#N)=C(N)Oc3n[nH]c(C(C)(C)C)c32)c1 (configuration not stated)	4%	9%	-3%	-1%	?	-15%	-4%	-5%
O=C(OCC(=O)N1CCCCCC1)c1cccs1	-2%	6%	-7%	-19%	?	-10%	-10%	6%
COC(=O)N/N=C1\CCCc2c(C)cc(C)cc21	-2%	3%	0%	-9%	2%	4%	-7%	-2%
Cc1onc(-c2c(F)cccc2Cl)c1C(=O)OCC(=O)NC(=O)NCC(C)C	0%	0%	-8%	-5%	-12%	4%	-3%	3%
CN1C(=O)C(=C2CCCCCC2)SC1=S	-3%	-1%	-10%	1%	-13%	?	-3%	-3%
COCCn1c(Cc2cccn2C)nnc1SCC(=O)Nc1nccs1	-22%	5%	5%	11%	-32%[inhibitor]	-8%	-9%	5%
Cc1[nH]c(=O)[nH]c(=O)c1/C=N/NC(=O)[C@H](CC(C)C)NC(=O)OC(C)(C)C	-27%	-4%	-6%	1%	-3%	6%	-1%	-1%
COc1ccc(C2CC(c3cccs3)=NN2C(=O)CSc2nncn2C)cc1OC (configuration not stated)	?	-9%	1%	-2%	-3%	7%	3%	2%
CC1(C)Oc2ccc3ccc(=O)oc3c2CC1O (configuration not stated)	?	0%	20%[76.3 µM]	-19%	-1%	?	-12%	/
CCOc1ccc(NC(=O)CN(C)S(=O)(=O)c2ccc3c(c2)CCC(=O)N3)cc1	-2%	13%	0%	8%	/	/	2%	/
O=C(Nc1ccccn1)c1ccc2nc(-c3ccccc3)c(-c3ccccc3)nc2c1	?	2%	9%	-2%	?	11µM*	0%	6%
CC(Oc1ccc(Cl)cc1Cl)c1nc(-c2ccc(NC(=O)c3ccco3)cc2)no1 (configuration not stated)	-5%	11%	-10%	-2%	-39%[inhibitor]	-7%	-1%	-6%
O=C(CSc1ncnc2ccccc12)Nc1cccc(S(=O)(=O)N2CCCC2)c1	3%	6%	-6%	-5%	-10%	-1%	-1%	4%
CCCn1c(C(O)c2ccc3c(c2)OCO3)nc2ccccc21 (configuration not stated)	0%	-13%	5%	-3%	-13%	-3%	-3%	-6%
Cc1ccc(C)c(C(=O)C(C)OC(=O)c2cccn2C)c1 (configuration not stated)	1%	3%	5%	-5%	4%	-8%	-19%	1%
COc1cc(OC)cc(-c2cc(N)n(S(=O)(=O)Cc3ccccc3)n2)c1	-1%	4%	-10%	-2%	-6%	-6%	-15%	-1%
CCN(CC)S(=O)(=O)c1cc(C(=O)O)c(Cl)cc1Cl	-6%	-2%	2%	-14%	-7%	-10%	-10%	2%
O=C(/C=C/c1cccc(F)c1)N1CCc2ccccc21	?	11%	-1%	-10%	2.5µM*	17%	-13%	-4%
Fc1ccc(-c2cc(C(F)(F)F)nc(-n3cncn3)n2)cc1	?	0%	-3%	0%	1%	-8%	5%	2%
COc1ccc(Nc2cccccc2=O)cc1	4%	1%	-5%	-12%	2%	6%	-9%	-5%
CCC/C=N/NC(=O)c1ccccc1O	60%[activator]	8%	?	-4%	/	4%	-3%	-14%
COc1ccc(CCNCC(O)Cn2c3ccccc3c3ccccc32)cc1OC (configuration not stated)	-8%	7%	2%	-3%	-27%	7%	/	-4%
O=C(N/N=C/c1ccc(Cl)cc1Cl)C1CCN(c2ncc(C(F)(F)F)cc2Cl)CC1	6%	-1%	13%	-4%	-8%	3.5µM*	-3%	?
COc1cc(C2SCC(=O)N2c2nnc(C34CC5CC(CC(C5)C3)C4)s2)cc(OC)c1OC (configuration not stated)	-1%	-3%	8%	-15%	-8%	2%	-2%	-2%
Fc1ccc(/C=N/Nc2nc(-c3cccnc3)nc3ccccc23)cc1	?	26%	?	-1%	/	/	-7%	/
O=C1/C(=C\c2ccc(C(F)(F)F)cc2)CSc2sccc21	7%	-5%	-6%	-9%	/	4%	-1%	2%
Cc1ccc(S(=O)(=O)N2CCC(NC(=O)c3cccc(C)c3)CC2)cc1	4%	1%	-8%	2%	-3%	11%	7%	12%
O=C(Cc1cccc2ccccc12)NCCC1=CCCCC1	6%	3%	-2%	0%	-1%	-7%	-10%	-7%
COC(=O)[C@@]1(Cc2ccccc2)[C@H]2c3cc(C(=O)N4CCCC4)[nH]c3C[C@H]2CN1C(=O)c1ccccc1	22%	6%	/	3%	2%	-3%	2%	/
CCCSc1nnc(-c2cnn(-c3ccccc3)c2-n2cccc2)n1C	-4%	-4%	-4%	-2%	-4%	?	-6%	-1%
O=C(COC(=O)/C=C/c1ccc(S(=O)(=O)N2CCc3ccccc32)cc1)NC1CCS(=O)(=O)C1 (configuration not stated)	2%	6%	4%	-5%	12%	?	1%	-8%
COC(=O)c1ccc(Cn2nc(C)c(Cl)c2C)o1	1%	-11%	27%	16%	-7%	28µM*	8%	-9%
Cc1cccc(NC(=O)CCC(=O)OCC(=O)c2ccc(Oc3ccc([N+](=O)[O-])cc3)cc2)c1	2%	-3%	-7%	5%	-9%	7.1µM*	4%	-1%
COc1ccc(Cn2c(SCC(=O)NCc3ccco3)nc3ccsc3c2=O)cc1	-7%	1%	0%	-6%	-22%	-2%	-9%	?
N=C1C(c2nc(-c3ccc(F)cc3)cs2)=C(O)CN1Cc1ccc(Cl)cc1	9%	17%	6%	-2%	-10%	-3%	-5%	-4%
Cn1ncc(N2CCN(C(=O)c3ccc(Cl)cc3)CC2)c(Cl)c1=O	2%	5%	6%	-3%	3%	2%	-1%	5%

Remaining list, next part:
smiles	JMJD2E inh	RGS12 GoLoco inh	GAA glycogen	GLA spleen mod	SMN2 splice enh	ALDH1A1 inh	aGlu spleen mod	GAA inhib
O=C(Nc1cccc(F)c1)c1ccc(-c2ccccc2Cl)o1	-9%	38%[activator]	-8%	1%	11µM*	0%	2%	2%
COc1ccc(NC(=O)c2cc3c(=O)n4ccccc4nc3n2C)cc1OC	2%	11%	12%	4%	-21%	3%	1%	-3%
O=C(Nc1ccc(Oc2cccc3ccccc23)cc1)c1ccco1	-4%	5%	6%	1%	-54%[inhibitor]	-13%	-4%	-8%
CCc1cc(=O)oc2cc(OCC=C(C)C)ccc12	?	-10%	2%	-10%	1%	?	-14%	?
COc1ccc(Nc2ccc(N3C(=O)CCCC3=O)cc2[N+](=O)[O-])c(OC)c1	-9%	4%	6%	-2%	10%	1%	-3%	?
COC(=O)c1c(N2C(=O)[C@H]3[C@@H](C2=O)[C@]2(C(=O)Nc4c(C)cc(C)cc42)N2CCC[C@@H]32)sc(C)c1C	-2%	27%	-15%	-4%	-1%	?	-6%	-13%
CCn1nccc1C(=O)Nc1nccs1	-4%	41%[activator]	1%	4%	-2%	?	2%	2%
